TRPN1 ag: zebrafish TRPN1 (NompC) channel agonism; activation, % at 3 µM; HEK293 zebrafish TRPN1-YFP, Fluo-8 calcium fluorescence; 100% = response to 87 µM carbachol; 0.18% of 220,000 active;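 active = activation above its plate's cutoff, the mean activation of test wells on that plate plus 3 SD, cut at about 19% in these data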;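 note: 0% = DMSO alone and 100% = 87 µM carbachol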
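Material – zebrafish TRPN1-YFP in HEK293 cells · Doses – 3 µM single point · Schedule – dye 1 h 37 °C plus 30 min RT · Signal – Fluo-8 calcium fluorescence, excitation 470-495 nm, emission 515-575 nm · Read-out – % activation versus carbachol response · Control set – carbachol high, DMSO low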
TRPML3 ag: human mucolipin-3 channel agonism; HEK293 TRPML3-YFP, Fluo-8 calcium fluorescence; 100% = the carbachol control signal; 0.29% of 220,000 active; AID 1448; activation, % at 3 µM;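 active = activation above its plate's cutoff, the mean activation of the plate's test wells plus 3 SD, cut at about 12% in these data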;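 note: 0% = DMSO only wells and 100% = carbachol wells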
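Test system – HEK293 line with stable expression of human TRPML3-YFP channel · Control set – carbachol 87 µM final as high control (100%), DMSO as low control (0%) · Signal – Fluo-8 calcium dye fluorescence, ex 470-495, em 515-575 nm · Incubation – 1-h 37 °C dye load, 5-s basal, 120-s post-compound reads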
RBBP9 inhibitor: blocks human serine hydrolase RBBP9; O75884; recombinant RBBP9, FP-Rh probe fluorescence polarization; inhibition, % at 7.94 µM; 0.2% of 220,000 active; AID 1515;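 active = inhibition above the campaign mean of all tested compounds plus 3 SD, cut at about 14% in these data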;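 note: plate controls were DMSO wells with RBBP9 for no effect and wells lacking RBBP9 protein for full effect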
Target sequence (O75884 whole entry, looked up): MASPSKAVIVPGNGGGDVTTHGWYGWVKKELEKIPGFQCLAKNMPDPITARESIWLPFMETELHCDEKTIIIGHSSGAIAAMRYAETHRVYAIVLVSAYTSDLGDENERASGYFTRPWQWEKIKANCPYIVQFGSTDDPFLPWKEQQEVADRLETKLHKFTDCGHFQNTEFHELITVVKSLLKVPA
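System: RBBP9 protein / Quantity: 2.5 µM RBBP9 dispensing solution, before mixing / Also added: Serine-hydrolase probe FP-Rh, 375 nM pre-mixing / Dosing: 7.94 µM single dose, 0.794% DMSO / Timing: enzyme-compound preincubation 30 min, then probe labeling 45 min, 25 °C / Signal: FP readout at 525/598 nm / Controls: DMSO-treated enzyme wells and wells lacking RBBP9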
CHOP inhibitor: blocks CHOP induction under ER stress. CHO-K1 CHOP-promoter luciferase, tunicamycin-induced, 15-18 h. inhibition, % at 10 µM. 3.8% of 220,000 active;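 active = compounds that reduced the stress-induced luciferase reporter signal by more than about 70% of percent inhibition, limit read from the data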;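 note: 0% = tunicamycin plus vehicle and 100% = wells without tunicamycin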
Wee1 stabilizer: blocks degradation of human Wee1 kinase. P30291. HeLa Luc-Wee1K328M stability, luciferase luminescence; 100% = proteasome inhibitor MG132 effect. reporter increase, % at 5 µM. 1.2% of 220,000 active. AID 1321;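 active = activation above the mean of all tested compounds plus 3 SD, set per screening run, cut at about 8.8% in these data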;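 note: cells exposed to compound for 20 h before luminescence read; 0% = DMSO alone and 100% = MG132 at 30 µM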
Target sequence (P30291 whole entry K328M): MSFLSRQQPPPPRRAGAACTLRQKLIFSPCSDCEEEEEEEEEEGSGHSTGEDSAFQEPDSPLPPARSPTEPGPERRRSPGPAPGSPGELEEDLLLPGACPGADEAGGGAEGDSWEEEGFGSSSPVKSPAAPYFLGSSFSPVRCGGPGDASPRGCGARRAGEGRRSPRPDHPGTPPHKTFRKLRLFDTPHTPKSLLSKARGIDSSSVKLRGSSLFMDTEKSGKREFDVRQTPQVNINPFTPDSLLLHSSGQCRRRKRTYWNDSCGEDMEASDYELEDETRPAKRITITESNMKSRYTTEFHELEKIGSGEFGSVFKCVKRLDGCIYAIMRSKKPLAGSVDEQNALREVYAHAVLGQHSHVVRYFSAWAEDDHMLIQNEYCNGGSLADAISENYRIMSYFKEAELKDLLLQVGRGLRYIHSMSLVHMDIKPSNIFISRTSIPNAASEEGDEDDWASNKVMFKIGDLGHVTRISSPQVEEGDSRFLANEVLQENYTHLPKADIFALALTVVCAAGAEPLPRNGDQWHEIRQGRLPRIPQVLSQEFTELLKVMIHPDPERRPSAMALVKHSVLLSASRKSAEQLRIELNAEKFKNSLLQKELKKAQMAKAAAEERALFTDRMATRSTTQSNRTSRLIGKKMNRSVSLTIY
PPC-1+TRAIL kill: PPC-1 cancer cell killing with TRAIL present; PPC-1 cells + TRAIL, ATPLite viability luminescence; cell killing (% activity), % at 4 µM; 0.41% of 220,000 active; AID 1443;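 active = cell killing above 50% in the first pass at 4 µM, then a duplicate retest at 5 µM averaging 50% or more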;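 note: plate controls were cells with TRAIL plus DMSO for no effect and medium-only wells lacking cells for full effect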
BaF3 tox: reduces parental Ba/F3 cell viability, JAK2V617F counter-screen. inhibition, % at 5.6 µM. AID 1486. 1.1% of 220,000 active. CellTiter-Glo ATP luminescence;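 active = inhibition above a per-campaign cutoff, the mean inhibition of all tested compounds plus 3 SD, cut at about 27% in these data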;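 note: 0% = DMSO wells and 100% = JAK Inhibitor I control wells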
TNF necrop inh: blocks TNF-alpha induced death of Jurkat FADD-/- cells; Jurkat FADD-/- TNF necroptosis rescue, ATP luminescence, 24 h; 0 = TNF only, 100 = no-TNF cells; activation (protection from cell death), % at 10 µM; 0.068% of 220,000 active; AID 463075;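 active = activation, meaning protection from cell death, of at least 50% relative to plate controls; inactive = activation below 50%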;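 note: necroptosis triggered by 40 ng/mL TNF-alpha added together with compound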
Ba/F3 V617F tox: loss of viability in JAK2V617F-driven Ba/F3 cells. Ba/F3 EpoR-JAK2V617F viability, ATP luminescence. inhibition, % at 5.6 µM. 1.1% of 220,000 active;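 active = inhibition above the campaign mean plus 3 SD over all tested compounds, cut at about 24% in these data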;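 note: cytokine-independent growth of Ba/F3 cells driven by EpoR plus mutant JAK2; 0% = DMSO-treated cells and 100% = JAK inhibitor I control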
* marks the source's active call; other numbers are inactive results; . = not tested or not shown. Random draw from the library. Share with any hit: about 6.8%.

SMILES	TRPN1 ag	TRPML3 ag	RBBP9 inhibitor	CHOP inhibitor	Wee1 stabilizer	PPC-1+TRAIL kill	BaF3 tox	TNF necrop inh	Ba/F3 V617F tox
COc1ccc(NC(=O)CCOc2ccccc2)c(OC)c1	-0.1	-0.1	2	-4	3	16	2	0.9	-3
C=CCn1cc(/C=N\NC(=O)c2cc3c(ccc4ccccc43)o2)c2ccccc21	1.0	0.4	-5	21	-2	23	1	-5.3	1
N=C1S/C(=C\c2ccccc2F)C(=O)N1c1ccc(F)cc1	2.1	1.1	-3	-4	0	2	1	8.6	1
O=C1CC(c2ccc(F)c(Br)c2)C2=C(CCCC2=O)N1 (centres undefined)	1.7	1.2	-2	47	4	12	3	-0.6	1
O=C1NC(Cc2ccccc2)C(=O)N1CC(=O)N1CCCc2ccccc21 (centres undefined)	1.1	0.8	-10	21	0	22	6	1.0	2
O=C(CSC1=Nc2ccccc2C2=NC(CC(=O)N3CCN(c4ccccc4)CC3)C(=O)N12)NCC1CCCO1 (centres undefined)	2.3	0.3	-11	8	0	20	4	0.2	7
CCN(CC)CCNC1=CC(=O)OC12CCCCC2	1.3	0.6	9	-7	0	12	4	0.6	1
CCOc1ccc(OCC)c(NC(=O)C2CCN(S(=O)(=O)c3cccnc3)CC2)c1	-0.6	0.1	-7	14	6	-1	7	2.7	-3
CN(C)C(CNC(=O)/C=C/c1cccc(Cl)c1)c1ccccc1 (centres undefined)	0.5	0.7	-3	1	-1	1	4	2.0	-2
CCOC(=O)NC(NC(=S)Nc1ccccc1OC)C(Cl)(Cl)Cl (centres undefined)	-1.2	0.7	-9	-21	0	14	1	2.1	0
CCOC(=O)N1CCN(C(=O)c2ccc3c(c2)NC(=O)C(N2CCOCC2)S3)CC1 (centres undefined)	0.9	0.6	4	-8	0	19	1	0.4	-1
CCOC(=O)c1ccc(NC(=O)CSc2nc(NC(=O)c3ccccc3)c3c(C)c(C)oc3n2)cc1	-0.2	0.7	3	69	-3	1	4	-2.3	-4
Cc1ccc(NC(=O)COC(=O)CCC(=O)c2cccs2)c(C)c1	0.2	-0.5	-9	15	2	2	2	0.3	2
O=c1cc(Cl)c(-c2ccccc2)n[nH]1	0.0	0.7	2	27	-2	15	5	-13	-2
N#Cc1ccc(Oc2nc(Nc3ccc(F)cc3)nc(N3CCCC3)n2)cc1	-1.3	0.8	-13	53	-3	28	2	-2.3	3
Cc1cc(C)c(NC(=O)CSc2nnc(-c3ccncc3)n2Cc2ccco2)c(C)c1	0.3	-0.4	0	27	0	11	1	-0.4	2
CCCOc1ccccc1C(=O)N(Cc1cccs1)C1CCS(=O)(=O)C1 (centres undefined)	0.1	-0.1	-8	-21	0	9	0	-0.4	-1
Cc1ccc(CN(Cc2ccco2)C(=S)Nc2ccccc2C)cc1	-0.8	0.0	3	41	0	-26	6	-3.0	1
NS(=O)(=O)c1cccc(NC(=O)CSc2nc3ccccc3n2-c2ccccc2)c1	-2.5	-1.2	-17	29	-1	9	1	0.6	2
Cc1ccc(CCN2CC(C(=O)NCc3ccc4c(c3)OCO4)CC2=O)cc1 (centres undefined)	0.3	-0.1	2	29	-4	1	-3	4.3	-5
N#CCCn1cc(C(=O)N2CCCCC2)c(-c2ccc([N+](=O)[O-])cc2)n1	1.2	0.9	-8	23	3	10	-2	-0.2	-1
CCCc1nc2c(=O)n(C)c(=O)nc-2n(C)n1	1.0	0.8	0	104*	-4	43	85*	-14	73*
Cc1ccc(OCCCn2ccnc2)c([N+](=O)[O-])c1	0.8	0.2	-6	-18	-1	25	9	0.0	0
c1ccc(CCc2nc3ccccc3[nH]2)cc1	-1.1	-0.5	-3	-43	-3	21	3	1.0	-1
c1sc2[n+](c1C13CC4CC(CC(C4)C1)C3)CCS2	1.2	0.8	0	-8	-3	39	61*	0.5	63*

Looked up by compound from the entries so far, three records:
SMILES	TRPN1 ag	TRPML3 ag	RBBP9 inhibitor	CHOP inhibitor	Wee1 stabilizer	PPC-1+TRAIL kill	BaF3 tox	TNF necrop inh	Ba/F3 V617F tox
O=C1CC(c2ccc(F)c(Br)c2)C2=C(CCCC2=O)N1 (centres undefined)	1.7	1.2	-2	47	4	12	3	-0.6	1
C=CCn1cc(/C=N\NC(=O)c2cc3c(ccc4ccccc43)o2)c2ccccc21	1.0	0.4	-5	21	-2	23	1	-5.3	1
Cc1ccc(CN(Cc2ccco2)C(=S)Nc2ccccc2C)cc1	-0.8	0.0	3	41	0	-26	6	-3.0	1

The results go on.
SMILES	TRPN1 ag	TRPML3 ag	RBBP9 inhibitor	CHOP inhibitor	Wee1 stabilizer	PPC-1+TRAIL kill	BaF3 tox	TNF necrop inh	Ba/F3 V617F tox
CCc1cc(C(=O)Nc2cc(S(=O)(=O)N(C)C)ccc2C)sc1C	0.2	0.9	0	11	-2	9	6	4.5	1
COc1ccc(Nc2ncnc3ccccc23)c(OC)c1	-0.7	0.3	-10	11	1	6	5	-1.2	-1
Cc1ccc(-n2[nH]c(C)c(C=Nc3ccc(S(=O)(=O)Nc4nc(C)cc(C)n4)cc3)c2=O)c(C)c1	-0.1	-0.1	2	2	1	24	11	1.0	4
N#CCCN(C(=O)COC(=O)C1CCN(S(=O)(=O)c2cccs2)CC1)c1ccccc1	0.5	0.8	0	-5	0	-8	5	-0.7	5
O=C(N/N=C/c1ccc(O)cc1)c1csc2ccccc12	-1.0	-1.1	-5	11	-1	28	1	-12	-2
Cc1cc(=O)[nH]c(SCC(=O)Nc2ccc(Br)cc2)c1C#N	8.0	1.7	-8	7	1	1	6	-0.3	-1
NC(=NCCc1ccc(Cl)cc1)NS(=O)(=O)c1ccc(F)cc1	-0.9	0.1	-8	28	-4	15	11	-0.6	7
Cc1cc(N/N=C/c2ccncc2)c([N+](=O)[O-])cc1[N+](=O)[O-]	1.4	1.1	-6	-6	1	2	2	-0.9	0
COc1ccc2[nH]c3c(=O)n(CCCCC(=O)N4CCCC4)c(=S)[nH]c3c2c1	-0.3	-0.2	-5	25	-3	-1	2	-5.5	1
COc1ccc(-c2cn3ccccc3n2)cc1[N+](=O)[O-]	0.9	0.8	-1	-43	4	36	15	-3.2	8
Cc1c(NC(=O)/C(C#N)=C/c2ccc(-c3cccc(Cl)c3)o2)c(=O)n(-c2ccccc2)n1C	-4.3	-0.3	-6	61	-3	5	-1	-0.5	-3
O=c1[nH]c(CSc2nnc(-c3cccnc3)n2C2CCCCC2)nc2ccccc12	1.9	0.8	2	23	-3	-6	4	-11	2
COc1ccc(NC(=O)COC(=O)CCNS(=O)(=O)c2ccccc2)cc1OC	1.4	-0.1	0	2	1	15	10	1.4	0
COc1ccccc1NS(=O)(=O)/C=C/c1ccccc1	-0.3	-0.2	-2	1	0	7	-3	2.1	-4
CCc1ccc2oc(=O)cc(CN3CCOCC3)c2c1	0.3	0.2	-4	27	2	9	4	-3.6	0
COc1ccc(S(=O)(=O)N2CCN(C)CC2)cc1C	0.4	-0.1	-3	-1	-1	4	12	-1.1	3
CCOC(=O)C(=O)N1CCC(C(=O)OC)CC1	0.3	1.3	-9	6	0	-3	5	0.1	1
CCN(CC)CC(=O)Nc1cc(N(C)C)nc2ccccc12	0.9	0.2	-3	-6	-3	21	-4	-0.5	1
COc1cc(CN2CC(=O)N(c3ccc(C)cc3)C2=S)cc(OC)c1OC	-1.2	-0.3	-2	24	-2	12	6	3.0	-3
O=C(Nc1ccccc1[N+](=O)[O-])c1cncc(Br)c1	-0.6	0.2	-9	6	-1	-3	7	1.3	-1
O=C(Cn1cnc2ccccc2c1=O)NCc1ccco1	-1.6	0.0	-6	9	-1	1	1	0.6	-2
Cc1cccc(OCCCC(=O)Nc2nccs2)c1	-0.5	-0.7	-7	.	0	-2	3	9.2	-3
Nc1nc(Br)c2c(F)cccc2c1-c1ccccc1	0.3	0.0	-5	65	1	0	7	-7.9	4
Cc1cc(C)n(-c2nc3sc4c(c3c3nnc(SC(C)C)n23)CC(C)(C)OC4)n1	-0.6	-0.7	-12	.	4	.	-2	-0.6	-2
CC1CCCC(NC(=O)CCC(=O)c2ccc(F)cc2)C1C (centres undefined)	-1.4	-0.1	-9	4	-3	9	-3	2.9	-1

(cont.)
SMILES	TRPN1 ag	TRPML3 ag	RBBP9 inhibitor	CHOP inhibitor	Wee1 stabilizer	PPC-1+TRAIL kill	BaF3 tox	TNF necrop inh	Ba/F3 V617F tox
CC1(C)Cc2c(c(=S)nc(-c3ccccc3)n2CCCN2CCOCC2)CO1	1.9	1.2	-1	-18	0	-7	2	2.6	-1
O=c1[nH]c(CN2CCN(c3ccccc3Cl)CC2)nc2ccsc12	1.1	0.2	5	4	-3	-6	-3	-0.4	-2
Cc1ccc(NC(=O)c2ccncc2)cc1S(=O)(=O)N(C)C	3.3	0.5	-1	-6	2	18	4	1.5	0
C[C@]1(C(=O)NCCCNc2ncc(C(F)(F)F)cc2Cl)C=C[C@@H](Cc2ccccc2)N1C(=O)c1ccccc1	-1.1	-1.0	-7	37	-3	2	3	1.7	-4
O=Cc1ccc(-n2nncc2-c2ccc([N+](=O)[O-])cc2)cc1	-0.4	1.0	-6	23	-2	.	11	1.0	5
O=C(/C=C/c1cccs1)c1cc(Br)ccc1OC(=O)N1CCOCC1	0.5	0.1	-9	-21	-1	27	4	-9.5	1
C#CCOCCOCCOCCNc1nc(N2CCN(C(=O)[C@H](CCC(=O)O)n3cc(C(N)CC(C)C)nn3)CC2)nc(N2CCN(C(=O)[C@H](Cc3ccc(O)cc3)n3cc(C(N)CC(C)C)nn3)CC2)n1 (some centres undefined)	1.5	0.3	5	25	4	20	-1	1.4	-3
Cc1ccc(C2CC(=O)c3cnc(N4CCc5ccccc5C4)nc3C2)cc1 (centres undefined)	-0.5	-0.5	-5	-7	-1	29	11	-1.3	0
Cn1c(CN2CCCC2)c(C#N)c2ccccc21	0.4	0.7	-5	9	-3	-12	8	0.5	-2
NNC(=S)Nc1ccc(S(=O)(=O)N2CCCCC2)cc1	1.8	3.9	-16	-4	-1	13	-1	1.9	-2
COc1ccc(NC(=O)c2ccc(-c3nn(C)c(=O)c4ccccc34)cc2)cc1C(N)=O	3.7	0.6	-6	3	0	24	-4	3.6	0
CC(=O)Nc1cccc(C(=O)N2CCN(Cc3ccccc3)CC2)c1	1.4	0.4	-6	20	-2	20	4	1.6	3
CC1CCN(C(=O)/C(=C\c2cccs2)NC(=O)c2ccccc2)CC1	-1.1	0.7	-6	0	-1	.	-2	-0.1	-2
COc1ccc(Cl)cc1NC(=S)NNC(=O)CC(C)C	0.8	1.1	-5	1	1	-7	4	-0.8	0
COC(=O)CCC(=O)Nc1c(C)n(C)n(-c2ccccc2)c1=O	0.3	0.9	-7	32	1	-2	2	-0.6	-1
CN(C)c1cc(-c2ccc(Cl)cc2)oc(=O)c1Cl	-2.4	-0.5	-10	51	2	24	4	-3.5	-1

Assay outcomes as filed in PubChem.
